# Compound activity as filed in PubChem BioAssay.
# NOD1 NF-kB reporter: NOD1 signaling inhibitors, primary screen, cell-based, luminescence, uHTS (AID 1578) | NOD1-driven NF-kB luciferase reporter cells, luminescence; higher % means a stronger effect | inhibition, % at 4 µM; hits with a dose series show EC50 in µM | 1% of 290,000 active; in the data active = inhibition mostly above about 36%, no sharp cut-off; inactive = mostly below about 34%;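 also: HEK-293T reporter cells stimulated with the NOD1 agonist gamma-tri-DAP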
# K1F lysis inhibition: inhibition of K1F phage lysis, E. coli UTI89, bacterial capsule biogenesis inhibitors, alamar blue (AID 488966). E. coli UTI89 K1F phage lysis, alamar blue, 2 h; higher % means a stronger effect. one-dose inhibition, % at 100 µM; IC50 in µM for titrated hits. 0.02% of 340,000 active;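 active = phage lysis inhibition, versus mean bacterial control, above a set limit; inconclusive = no clear call, values can overlap the other calls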;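 also: capsule biogenesis inhibitors block K1F phage lysis so surviving cells raise fluorescence; higher fluorescence means more inhibition of phage lysis; actives were called in the ten point dose series up to 300 µM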
# GPR35 antagonists: GPR35 antagonists blocking zaprinast-driven arrestin recruitment, primary screen, imaging, U2OS, beta-arrestin-GFP, zaprinast agonist (AID 2058). U2OS GPR35 beta-arrestin-GFP translocation imaging, zaprinast antagonism; higher % means a stronger effect. G-protein coupled receptor 35 (Homo sapiens). inhibition, % at 10 µM, or IC50 in µM where a hit was titrated. 0.052% of 290,000 active;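 active = inhibition of at least 50% with at least 30 cells and total cytoplasm GFP at most 10,000,000; inconclusive = under 30 cells or total GFP of 10,000,000 plus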
# Rac1 GTP hydrolysis: MgcRacGAP GTPase-activating activity inhibitors, confirmation, biochemical, ADP Hunter fluorescence; MgcRacGAP-stimulated Rac1 GTP hydrolysis, ADP Hunter fluorescence; higher % means a stronger effect; GST-tagged Rac1 F28L mutant substrate; inhibition, % at 30 µM; hits with a dose series show IC50 in µM; 0.6% of 340,000 active; AID 624330, 2012;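 active = first-screen hits whose inhibition reached a set limit at any dose in the follow-up dose series; inconclusive = inhibition above the set first-screen limit but never retested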;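 also: fluorescence reports GDP produced by GAP-driven GTP hydrolysis; strong numbers were not always called active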
# NTR1 ag: agonists of NTR1, primary screen, imaging, U2OS cells, beta-arrestin-GFP, high content (AID 493036) | Neurotensin receptor type 1 (Homo sapiens), P30989 | NTR1-U2OS beta-arrestin-GFP spot imaging, agonist mode | activation, % at 20 µM | 0.17% of 330,000 active;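 active = activation at or above 40% of the spot to cytoplasm intensity ratio, with at least 20 cells analyzed; inconclusive = wells under 20 cells, flagged as cytotoxic or low count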;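 also: 0% = DMSO without peptide and 100% = 100 nM NTR1 peptide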
# Target sequence (P30989 whole entry, looked up): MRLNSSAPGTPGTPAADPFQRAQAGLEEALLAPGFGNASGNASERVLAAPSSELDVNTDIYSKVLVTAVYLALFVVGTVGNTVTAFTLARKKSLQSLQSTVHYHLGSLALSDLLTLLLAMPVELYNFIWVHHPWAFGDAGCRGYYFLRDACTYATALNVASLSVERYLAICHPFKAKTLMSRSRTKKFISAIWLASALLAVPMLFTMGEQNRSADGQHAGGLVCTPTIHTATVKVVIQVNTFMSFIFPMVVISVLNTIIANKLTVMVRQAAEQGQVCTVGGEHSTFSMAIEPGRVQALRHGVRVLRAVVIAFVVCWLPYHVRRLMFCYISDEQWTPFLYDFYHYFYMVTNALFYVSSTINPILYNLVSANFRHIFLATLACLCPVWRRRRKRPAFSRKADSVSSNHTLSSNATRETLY
# GPR55 activation: GPR55 agonists via beta-arrestin recruitment, primary screen, imaging, U2OS cells, beta-arrestin-GFP redistribution (AID 1961) | U2OS GPR55 beta-arrestin-GFP redistribution imaging; higher % means a stronger effect | one-dose activation, % at 10 µM; EC50 in µM for titrated hits | G-protein coupled receptor 55 (Homo sapiens) | 0.048% of 290,000 active;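 active = activation above 40% with more than 50 cells counted in the well; inconclusive = wells holding fewer than 50 cells, flagged as toxic or sparse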;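 also: U2OS osteosarcoma cells stably expressing GPR55 and beta-arrestin-GFP; plate controls were DMSO negative control for no effect and LPI positive control for full effect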
# KOR beta-arrestin-1: KOR antagonists, beta-arrestin recruitment, cell-based, luminescence, uHTS (AID 1778); Kappa-type opioid receptor (Homo sapiens); KOR beta-arrestin recruitment, luminescence, antagonist mode; higher % means a stronger effect; one-dose inhibition, % at 10 µM; IC50 in µM for titrated hits; 0.091% of 290,000 active; in the data active = inhibition above about 50%; also: strong numbers were not always called active
# KOR beta-arrestin-2: KOR agonists, beta-arrestin recruitment, primary screen, cell-based, luminescence, uHTS (AID 1777); activation, % at 10 µM; hits with a dose series show EC50 in µM; 0.02% of 280,000 active; KOR beta-arrestin recruitment, luminescence; higher % means a stronger effect; in the data active = activation above about 50%, passing the limit was not always enough; also: a part of the inactive calls stands beside numbers as strong as those of hits
# GPR55 antagonists: GPR55 antagonists blocking LPI-driven arrestin recruitment, primary screen, imaging, U2OS, beta-arrestin-GFP, LPI agonist (AID 2013) | G-protein coupled receptor 55 (Homo sapiens) | U2OS GPR55 beta-arrestin-GFP translocation imaging, LPI antagonism; higher % means a stronger effect | 0.13% of 290,000 active | one-dose inhibition, % at 10 µM; IC50 in µM for titrated hits;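 active = spots per cell inhibited over 60%, with over 100 cells counted and total cytoplasm intensity under 500,000; inconclusive = wells with under 100 cells, flagged as likely toxic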;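 also: U2OS cells stably carrying GPR55 and arrestin-GFP stimulated by 5 µM LPI near EC80; imaged beta-arrestin-GFP aggregate spots per cell after agonist stimulation; plate controls were LPI-stimulated DMSO wells for no effect and DMSO wells without LPI for full effect; some results filed as inactive read as strong as hits; confirmed hits need IC50 under 10 µM and bright autofluorescent wells are also inconclusive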
# NTR1 ag cell count 20 µM: recorded beside NTR1 ag, whose call it bears; cell count; measured here: cell count, cytotoxicity flag
# * = called active by the depositor; ? = inconclusive; / = not tested or not shown; [ ] = remark or other dose.
SMILES,NOD1 NF-kB reporter,K1F lysis inhibition,GPR35 antagonists,Rac1 GTP hydrolysis,NTR1 ag,NTR1 ag cell count 20 µM,GPR55 activation,KOR beta-arrestin-1,KOR beta-arrestin-2,GPR55 antagonists
Cc1cccc(C)c1OCc1cc(C(=O)N2CCN(c3ccccn3)CC2)no1,-24%,0.1%,3%,5%,1.0,58,-0.1%,-19%,5.3%,-1%
CC(=O)N1c2ccc(S(=O)(=O)N3CCC(C(=O)Nc4cccc(C)c4C)CC3)cc2CC1C (stereo not given),-16%,0.1%,-7%,12%,-0.7,63,0.0%,-5%,0.6%,14%
CC(=O)Nc1ccc(N=C(C2=C(O)c3ccccc3C2=O)c2ccccc2)cc1,-1%,-0.1%,5%,7%,8.4,78,0.7%,-23%,4.7%,-6%
O=C(CN1CCN(C(=O)c2ccco2)CC1)Nc1ccc2c(c1)OCCO2,-4%,4.1%,9%,9%,-1.4,54,-0.1%,13%,-3.6%,14%
Cc1ccccc1Cn1nnc(-c2ccc(C(=O)O)cc2)n1,-20%,1.3%,-5%,0%,0.8,88,-0.3%,-18%,2.2%,2%
COc1ccc(Cn2ccnc2SCC(=O)Nc2nnc(C)s2)cc1,-20%,-0.3%[50 µM],-9%,11%,-0.8,57,-0.1%,-7%,2.3%,-1%
CCCOc1ccc(/C(O)=C2/C(=O)C(=O)N(c3cc(C)on3)C2c2ccc(C(=O)OC)cc2)cc1 (stereo not given),3%,3.4%,5%,5%,1.3,46,-0.2%,21%,-1.7%,-9%
C=CCn1c(=S)sc2c(=O)[nH]c(C)nc21,-12%,/,8%,/,-0.2,42,-0.2%,28%,1.9%,2%
CCOC(=O)CNC(=O)CSc1nnc(-c2cccc(OC)c2)n1CC,-4%,-1.3%[50 µM],-4%,10%,-0.9,41,1.4%,3%,3.6%,8%
CCCC(=O)N1CCN(c2nc3ccccc3s2)CC1,-51%,0.4%,-3%,0%,1.7,75,-0.2%,-8%,2.9%,-30%
Cc1cc(C(=O)CSc2nnc(-c3cccc(F)c3)n2N)c(C)n1Cc1ccc2c(c1)OCO2,31%,-0.4%,3%,6%,2.0,86,0.2%,1%,2.2%,-8%
CCNc1nc(-c2cc3ccccc3o2)cs1,-80%,0.2%,6%,12%,-1.3,84,0.1%,-7%,2.4%,12%
COc1cc2c(cc1NC(=O)COCC(=O)O)oc1ccccc12,-5%,0.5%[50 µM],6%,21%,1.7,95,0.0%,-26%,-2.5%,-6%
COc1cc(CN(C)Cc2cccc3ccccc23)cc([N+](=O)[O-])c1O,-32%,0.2%,-3%,9%,-0.6,65,-0.3%,-16%[20 µM],-3.3%,19%
O=C(CN1C(=O)c2ccc(Br)cc2C1=O)NCC1CCCO1 (stereo not given),28%,0.0%,13%,-2%,-0.6,64,-0.1%,-18%,4.6%,-8%
O=C(CN(c1ccccc1)S(=O)(=O)c1ccc(Cl)cc1)Nc1ccccc1C(=O)N1CCCC1,-14%,-1.2%,-10%,2%,2.4,62,-0.1%,-40%,2.0%,23%
C1=C2C[N+]3(CCCC3)CC2Cc2ccc3ccccc3c21 (stereo not given),-4%,2.4%,2%,20%,-0.7,32,-0.1%,-29%,-11%,6%
COc1ccccc1NC(=O)CCCc1c[nH]c2ccccc12,-5%,?,-10%,1%,-0.2,76,-0.1%,25%,-0.9%,18%
Cc1sc2ncnc(SCc3ccc(C(=O)O)cc3)c2c1C,-10%,-0.3%,8%,6%,3.2,30,-0.2%,-35%,-0.5%,10%
COC(=O)[C@@H]1C[C@H]2CC[C@H](O)C[C@H]2N1Cc1ccc(C(F)(F)F)cc1,-2%,-0.4%,-1%,7%,-1.7,83,0.4%,0%,3.7%,12%
Cc1ccc(OC(=O)c2cc(C)nn2C(C)(C)C)cc1,-6%,-0.4%,2%,7%,4.2,46,-0.2%,-8%,4.3%,10%
CCOC(=O)C1CCCN(C(=O)c2cc(Cl)ccc2NC(=O)C2=C(C)OCCS2)C1 (stereo not given),-1%,-0.1%,-1%,14%,0.7,58,-0.1%,-6%,16%,-15%
COc1cc(/C=C/C(=O)NCCc2ccc(S(N)(=O)=O)cc2)ccc1OCC#N,0%,0.1%,9%,8%,0.5,63,-0.1%,-24%,0.1%,-2%
CC1CCCN(C(=O)CCNC(=O)Cn2cnc3ccccc3c2=O)C1 (stereo not given),-23%,0.9%,25%,2%,-1.1,55,-0.1%,-5%,-3.0%,6%
O=C(CSc1nnc(SCc2ccc(Cl)cc2)s1)N1CCN(C(=O)c2ccco2)CC1,-17%,0.4%,1%,3%,7.2,83,-0.2%,-17%,-2.8%,5%
COc1cc(C)c(Cl)cc1S(=O)(=O)NCc1ccccn1,-18%,-0.1%,-6%,7%,0.4,62,0.5%,-31%[20 µM],0.5%,5%
Cc1ccc(N(C(=O)CS(=O)CC(=O)Nc2ccc(F)cc2)C(C(=O)NC2CCCCC2)c2ccco2)cc1 (stereo not given),2%,4.2%,7%,4%,1.6,78,-0.3%,-27%,-5.7%,10%
CC(=O)Nc1ccc(S(=O)(=O)N2CCSC2c2ccc(Cl)cc2)cc1 (stereo not given),26%,-3.1%,-9%,11%,-0.8,54,0.2%,20%,27%,16%
Cc1ccc(-n2c(O)c(C=Nc3ccccc3-c3n[nH]c(=S)[nH]c3=O)c3ccccc3c2=O)cc1C,-4%,-2.8%,-13%,3%,4.4,73,-0.5%,-56%,0.0%,11%
COC(=O)Cn1c(SCc2ccccc2)nc2ccccc21,-29%,0.6%,-2%,5%,2.7,62,0.4%,-12%,-4.5%,2%
COC(=O)c1ccc(N2OC3(C)C=CC2CC3)cc1 (stereo not given),-58%,0.4%[50 µM],6%,6%,0.2,56,0.0%,-22%,1.3%,4%
O=C(NCCCN1CCCC1)c1ccc2c(Cl)c3c(nc2c1)CCCC3,-34%,0.6%,4%,17%,1.3,85,-0.4%,-5%,-3.6%,11%
COc1ccccc1-n1cnnc1SCC(=O)N1CCN(S(=O)(=O)c2ccccc2)CC1,-7%,0.0%,9%,4%,1.7,78,0.6%,2%,1.9%,8%
CCOc1ccccc1NC(=O)C(=O)CC(=O)c1cccc(OC)c1,-21%,-0.1%,10%,9%,0.1,86,-0.1%,-11%,-4.4%,2%
COc1ccc(OC)c(C(=O)c2coc3ccc(O)c(CN(C)C)c23)c1,-35%,4.6%,21%,5%,-0.4,67,0.2%,-34%[20 µM],-2.2%,-8%
O=C(OCCCCN1C(=O)c2ccccc2C1=O)c1ccc(Br)o1,18%,-0.2%,4%,6%,1.1,80,0.0%,-1%,-1.5%,4%
Cc1cc(C)n2cc(CSc3nnnn3-c3ccc(Cl)cc3)nc2n1,-14%,2.3%[50 µM],-5%,5%,-1.7,44,-0.2%,1%,1.5%,0%
COc1ccc2c(c1)c(=O)oc1c(C)c(OCC(=O)N3CCc4ccccc4C3)ccc12,-142%,0.2%,-8%,5%,15,70,0.0%,-28%,1.3%,2%
NC(=S)N=Nc1c(O)[nH]c2cc(F)c(F)cc12,-41%,3.2%,-12%,11%,1.8,42,-0.2%,37%,-2.5%,-28%
CC(Oc1ccc(Br)cc1)C(=O)N1CCC(C(N)=O)CC1 (stereo not given),-26%,-1.3%,-3%,3%,-0.5,49,-0.8%,-17%,5.2%,2%

# Sorted by molecular weight (low to high): part of the list above
SMILES,NOD1 NF-kB reporter,K1F lysis inhibition,GPR35 antagonists,Rac1 GTP hydrolysis,NTR1 ag,NTR1 ag cell count 20 µM,GPR55 activation,KOR beta-arrestin-1,KOR beta-arrestin-2,GPR55 antagonists
CCOc1ccccc1NC(=O)C(=O)CC(=O)c1cccc(OC)c1,-21%,-0.1%,10%,9%,0.1,86,-0.1%,-11%,-4.4%,2%
O=C(OCCCCN1C(=O)c2ccccc2C1=O)c1ccc(Br)o1,18%,-0.2%,4%,6%,1.1,80,0.0%,-1%,-1.5%,4%
COc1ccccc1-n1cnnc1SCC(=O)N1CCN(S(=O)(=O)c2ccccc2)CC1,-7%,0.0%,9%,4%,1.7,78,0.6%,2%,1.9%,8%

# The results go on:
SMILES,NOD1 NF-kB reporter,K1F lysis inhibition,GPR35 antagonists,Rac1 GTP hydrolysis,NTR1 ag,NTR1 ag cell count 20 µM,GPR55 activation,KOR beta-arrestin-1,KOR beta-arrestin-2,GPR55 antagonists
CSCCC(NC(=O)c1occc1C)C(=O)O (stereo not given),/,0.5%,-14%,11%,-0.7,34,-0.1%,18%,-0.4%,21%
Cc1cc(C=C2C(=O)CCCC2=O)c(C)n1-c1ccccc1,-19%,-7.2%,-7%,-11%,-0.1,71,0.5%,3%,2.6%,12%
Cc1ccc(S(=O)(=O)NC2CC2)cc1[N+](=O)[O-],-28%,0.0%,-3%,10%,-0.3,60,0.0%,-47%[20 µM],3.6%,7%
CCOc1cc(/C=C2/C(=N)N3OC(C)=CC3=NC2=O)ccc1OCCOc1ccccc1,-6%,0.2%,10%,7%,-0.3,81,-0.1%,-64%,31%,-4%
CCc1ccc(CN2CCN(C(=O)c3ccco3)CC2)cc1,-4%,0.5%,12%,30%,0.9,89,0.0%,-9%,-1.6%,2%
CCSc1nnc([C@@H]2CCCN2C(=O)OC(C)(C)C)o1,-14%,0.9%,-5%,-15%,0.6,54,-0.2%,-4%,-7.0%,-1%
COc1ccc(C(=O)/C=C/Nc2ccc(C)cn2)cc1OC,-4%,5.2%,26%,8%,0.5,56,0.0%,6%,-5.0%,12%
O=C1CN2C(=N1)N(Cc1ccccc1)c1ccccc12,-30%,0.0%,21%,8%,0.1,79,-0.2%,38%,1.8%,0%
CCC(NC(=O)CCCc1ccccc1)c1ccccc1 (stereo not given),-11%,2.7%,21%,6%,0.6,50,-0.2%,7%,1.1%,2%
COc1ccc(-c2ccc(SCC(=O)NC3CCCCC3)nn2)cc1OC,-42%,0.9%,-10%,2%,-0.4,42,-0.1%,-23%,1.4%,-1%
COc1ccc(N(CC(=O)NCCc2ccc(OC)c(OC)c2)S(=O)(=O)c2c(C)noc2C)cc1,-9%,-0.1%,23%,9%,0.8,60,0.0%,4%,3.8%,10%

# Not all compounds are listed, so the mix of outcomes need not match the whole.
